BRCA1 expr act: activators of BRCA1 expression; Potency, µM (highest dose often 46.1 µM), without a hit: at the top dose activation, usual class: activators; MCF7-BRCA1-FFLuc reporter, luminescence, 48 h; response scale: scaled: vehicle 0%, 10 µM genistein 100%; 380,000 tested, 1.1% active; further: nearly all actives have a fitted effect of over 80% in size; some results filed as inactive show a strong effect at the top dose
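First, MCF7-BRCA1-FFLuc cells (2000/well) attach for 2 h; next, compounds are pin-added and incubated 48 h at 37 °C; finally, luciferase reagent is added and luminescence read after 15 min.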
MBNL1 CUG block: inhibitors of human MBNL1 binding to CUG repeat RNA; Potency, µM (top dose mostly 57.5 µM), for the others: top-dose activity change, negative = inhibition, hits mostly inhibitors; Q9NR56; 280,000 tested, 0.036% active; TR-FRET MBNL1-His/biotin-(CUG)12 binding, 665/545 ratio; active means well fitted inhibition curve with a large enough effect in the signal ratio, with a control signal flat, not every such curve was filed as active; inconclusive means small, poorly fitted or top-dose-only effect, or effect the other way, or a change in a side signal; inactive means no such curve, though single readings can be large or run the other way; the % refers to the signal ratio; further: on the % scale 0 is the no-effect control and ±100 the full control effect
Target sequence (Q9NR56 whole entry, looked up): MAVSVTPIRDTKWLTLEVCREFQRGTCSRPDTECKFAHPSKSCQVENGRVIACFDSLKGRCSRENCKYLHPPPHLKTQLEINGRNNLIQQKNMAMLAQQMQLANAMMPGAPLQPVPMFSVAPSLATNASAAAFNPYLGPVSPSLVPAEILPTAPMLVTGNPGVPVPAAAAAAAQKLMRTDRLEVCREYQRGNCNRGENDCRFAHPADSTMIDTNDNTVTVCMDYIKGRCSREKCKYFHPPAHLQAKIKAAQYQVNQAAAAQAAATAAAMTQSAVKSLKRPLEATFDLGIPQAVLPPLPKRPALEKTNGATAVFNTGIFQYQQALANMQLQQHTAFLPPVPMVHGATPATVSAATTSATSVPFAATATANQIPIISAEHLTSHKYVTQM
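His-tagged MBNL1 binding to biotinylated (CUG)12 RNA was measured by TR-FRET using terbium anti-His antibody (0.055 ng/ul final) and streptavidin-XL665 (5 nM final). Compounds were titrated 92 nM to 58 uM; 60 min at room temperature.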
VP16 counter: inhibits Gal4-VP16 luciferase reporter, ROR gamma counter-screen; Potency, µM (series often up to 53.6 µM), for the others: top-dose activity, negative = inhibition, hits mostly inhibitors; Drosophila S2 Gal4-VP16 UAS-luciferase, luminescence, 20 h; 310,000 tested, 3.5% active;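 further: Gal4-VP16 expression switched on by copper sulfate through the metallothionein promoter; on the % scale 0 is the no-effect control and ±100 the full control effect; nearly all actives have a fitted effect of over 50% in size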
Rab9 prom act: activates the Rab9 promoter. Huh7 Rab9 promoter-luciferase reporter, luminescence, 24 h. Potency, µM (titrated, usually from 9.22 µM), for inactives: at the top dose activation, negative = inhibition, usual class: activators. 320,000 tested, 2.8% active; further: % of control where 0% means no effect; nearly all actives have a fitted effect of over 60% in size
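Quantitative HTS format; Huh7 Rab9-luciferase reporter cells (1500/well) receive compound 2 h post-plating, incubate 24 h at 37 °C, then get luciferase reagent for 10 min before luminescence reading.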
p53 reactivator: restores transcriptional activity of mutant p53. H1299 p53-A138V BP100-luciferase reporter, luminescence, 24 h. Potency, µM (series often up to 92.2 µM), for inactives: top-dose activity change, positive = activation, hits mostly activators. 320,000 tested, 0.063% active. AID 504706; further: % of control where 0% means no effect; nearly all actives have a fitted effect of over 45% in size
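p53-null H1299 cells stably carrying temperature-sensitive p53-A138V and a BP100-luciferase reporter were pinned with compounds (4-point, 1:5 series) and held 24 hrs at 37 deg C. Luminescence was read 10 min after detection reagent.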
NPC1 promoter act: activators of NPC1 promoter; Huh7 NPC1 promoter luciferase reporter, 24 h; Potency, µM (highest dose often 9.22 µM), for the others: at the highest dose activation, hits mostly activators; 320,000 tested, 2.4% active; AID 485313;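 further: % of control where 0% means no effect; nearly all actives have a fitted effect of over 60% in size; reporter is driven by a mutant NPC1 promoter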
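Huh7 reporter cells (NPC1 promoter driving luciferase) are dosed with compound for 24 h at 37 °C, 5% CO2; luciferase detection reagent is then added and luminescence measured after 10 min at ambient temperature.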
uPA generation: inhibitors of cell surface uPA generation; cell surface uPA generation assay, qHTS; Potency, µM (doses to about 38.3 µM), for inactives: at the top dose activity change, negative = inhibition, most hits filed as inhibitors; 330,000 tested, 0.31% active; AID 540303; active means well fitted inhibition curve with a large enough effect; inconclusive means small, poorly fitted or top-dose-only effect; inactive means no such curve, though single readings can be large or run the other way; tested in mouse RAW 264.7 cells; further: on the % scale 0 is the no-effect control and ±100 the full control effect; nearly all actives have a fitted effect of over 55% in size
FLuc counter: counter-screen for miR-21 project: firefly luciferase inhibitors or activators. purified FLuc, Km substrates, luminescence inhibition. Potency, µM (doses to about 57.5 µM), for the others: at the highest dose activity change, negative = inhibition, actives largely listed as inhibitors. 360,000 tested, 6.9% active;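 further: plate controls were vehicle for no effect and reference inhibitor for full effect; nearly all actives have a fitted effect of over 55% in size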
Target sequence (P08659 whole entry, looked up): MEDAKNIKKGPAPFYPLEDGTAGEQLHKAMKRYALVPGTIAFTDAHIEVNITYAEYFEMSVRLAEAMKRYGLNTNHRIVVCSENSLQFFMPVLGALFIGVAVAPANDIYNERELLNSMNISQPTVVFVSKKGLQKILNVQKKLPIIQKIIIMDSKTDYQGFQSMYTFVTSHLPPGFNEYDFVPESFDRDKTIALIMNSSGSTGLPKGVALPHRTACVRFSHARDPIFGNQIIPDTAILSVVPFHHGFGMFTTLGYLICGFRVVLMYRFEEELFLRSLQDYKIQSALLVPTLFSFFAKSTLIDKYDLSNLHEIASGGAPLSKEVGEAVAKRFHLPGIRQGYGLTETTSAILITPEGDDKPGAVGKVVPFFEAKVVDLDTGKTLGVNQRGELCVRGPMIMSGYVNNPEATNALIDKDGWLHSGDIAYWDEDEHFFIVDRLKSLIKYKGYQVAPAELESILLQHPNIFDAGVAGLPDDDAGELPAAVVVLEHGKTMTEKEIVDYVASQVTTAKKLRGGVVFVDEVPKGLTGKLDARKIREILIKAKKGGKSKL
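Purified P. pyralis luciferase (10nM final) with 10uM D-luciferin and 10uM ATP (Km levels) in 50mM Tris acetate pH 7.5, 10mM Mg acetate, 0.01% Tween-20, 0.05% BSA; qHTS 6-point titration, ~60 µM downward; luminescence read.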
RORg inh: inhibitors of mouse ROR gamma transcriptional activity. Potency, µM (series often up to 53.6 µM), for inactives: at the highest dose activity change, negative = inhibition, usual class: inhibitors. 310,000 tested, 5.4% active. Drosophila S2 Gal4-RORgamma UAS-luciferase reporter, 20 h; further: on the % scale 0 is the no-effect control and ±100 the full control effect; nearly all actives have a fitted effect of over 60% in size
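Luminescence from a UAS-regulated Photinus luciferase reporter in stably transfected Drosophila Schneider cells is measured; decreased signal marks ROR gamma inhibition. Fusion expression is induced by 700 uM copper sulfate for 20 hr.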
ELG1 genotox: induces genotoxicity in HEK293T cells with luciferase-tagged ELG1 | HEK293T ELG1-luciferase reporter, luminescence, 16 h | Potency, µM (series often up to 46 µM), for the others: top-dose activity change, positive = activation, actives largely listed as activators | 330,000 tested, 1.3% active; further: % of control where 0% means no effect; nearly all actives have a fitted effect of over 60% in size
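Genotoxic stress is detected as increased luminescence from luciferase-tagged ELG1 in HEK293T cells, measured with ONE-Glo after a 16 hr treatment at 37 °C.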
* marks the source's active call; other numbers are inactive results; ? = inconclusive; . = no result given; & = joins results of further samples; [ ] = dose if it differs, or a comment. Unless noted, the call rests on the fitted dose curve; in most records, active means well fitted curve in the direction sought with a large enough effect; inconclusive means small, poorly fitted or top-dose-only effect, or another doubt; inactive means no such curve, though single readings can be large; an effect the other way counts as inactive or inconclusive. Potency means the concentration at half of the fitted maximal effect. No enrichment for hits; any-hit rate near 13%.

SMILES	BRCA1 expr act	MBNL1 CUG block	VP16 counter	Rab9 prom act	p53 reactivator	NPC1 promoter act	uPA generation	FLuc counter	RORg inh	ELG1 genotox
COC(=O)CSc1nc(C)cc(N2CCOCC2)n1	18%	-13%	0%	6%	20%	0%	-1%	-8%	21%	11%
CCOc1cc(C2c3c(n[nH]c3C)C(=O)N2c2ccc(C)cc2)ccc1O (stereo not given)	44%	2%	6%	6%	-14%	-1%	-2%	1%	-18%	6%
CC(C)[C@H](NC(=O)N1CCn2c1nc1ccccc12)C(=O)NC1CC1	3%	-1%	3%	0%	3%	-4%	-21%	1%	-25%	0%
Cc1ccc(CN2CCS(=O)(=O)CC2)cc1	5%	-1%	-1%	0%	-1%	-4%	1%	-1%	-8%	1%
O=C(COC(=O)c1cc([N+](=O)[O-])ccc1NCCO)Nc1cccnc1Cl	-31%	.	.	.	-5%	.	-6%	.	.	2%
COc1ccc(/C=C2\SC(=S)N(NC(=O)c3csc4c3CCCC4)C2=O)cc1	-7%	-10%	0%	-1%	2%	-4%	1%	-9%	-9%	-1%
COCCN(C(=S)Nc1ccc(C)c(C)c1)C(C)c1ccco1 (stereo not given)	22%	-5%	?	0%	5%	-6%	-6%	?	4.5µM*	-14%
Cc1nn(C(C)C(=O)NCCC2=CCCCC2)c(=O)c2nn(-c3ccccc3)c(C)c12 (stereo not given)	12%	5%	9%	0%	9%	0%	3%	-19%	-19%	-7%
Cc1ccc(S(=O)(=O)N2CCC(=O)N(CCOCc3cccc(Cl)c3)CC2)cc1	0%	32%	-1%	-2%	1%	-5%	-3%	1%	?	-1%
CS(=O)(=O)N1CCc2cc(C(=O)O)ccc21	-17%	-2%	2%	3%	5%	-4%	0%	2%	12%	2%

Complete entries, quoted from the list. Screens in order: BRCA1 expr act | MBNL1 CUG block | VP16 counter | Rab9 prom act | p53 reactivator | NPC1 promoter act | uPA generation | FLuc counter | RORg inh | ELG1 genotox
CC(C)[C@H](NC(=O)N1CCn2c1nc1ccccc12)C(=O)NC1CC1 in the list: 3% | -1% | 3% | 0% | 3% | -4% | -21% | 1% | -25% | 0%
COc1ccc(/C=C2\SC(=S)N(NC(=O)c3csc4c3CCCC4)C2=O)cc1 in the list: -7% | -10% | 0% | -1% | 2% | -4% | 1% | -9% | -9% | -1%

Later entries
SMILES	BRCA1 expr act	MBNL1 CUG block	VP16 counter	Rab9 prom act	p53 reactivator	NPC1 promoter act	uPA generation	FLuc counter	RORg inh	ELG1 genotox
COc1cc(NC(=S)NC(C)(C)C)c(OC)cc1Cl	-24%	2%	?	-11%	1%	-5%	-28%	-1%	5µM*	-10%
Cc1cccn2c(=O)c3cc(C(=O)NCCc4ccccc4)sc3nc12	-6%	22%	12%	7%	3%	-6%	0%	-4%	39%	9%
O=S(=O)(Nc1cccc(F)c1)c1cccc2nsnc12	2%	?	15%	-1%	3%	1%	10%	-1%	5%	-1%
CC1CCC(NC(=O)CCS(=O)(=O)c2ccc3c(c2)NC(=O)CS3)CC1 (stereo not given)	2%	-12%	-12%	0%	-8%	1%	-2%	5%	-1%	-4%
O=C(COC(=O)CNC(=O)c1ccc(Cl)cc1Cl)NCc1ccco1	-13%	.	.	-5%	1%	0%	2%	2%	.	-1%
COc1ccccc1Nc1nc(N)nc(CSc2ncccn2)n1	53%	1%	3%	19%	9%	15%	8%	?	?	?
O=C(O)CCc1ccc(-c2ccc(Cl)cc2)n1CC(=O)O	9%	-1%	-3%	0%	13%	-4%	-1%	2%	-6%	0%
O=c1[nH]c(/C=C/c2ccc(Cl)cc2Cl)c([N+](=O)[O-])c(=O)[nH]1	-2%	?	-1%	1%	.	1%	25%	-4%	-37%	2%
Cn1c(N)cc(-c2ccc(F)cc2)c(C#N)c1=O	4%	-3%	-2%	1%	0%	-5%	-23%	-3%	-1%	0%
COn1c(=O)c(-c2cccc(Br)c2)[n+]([O-])c2ccccc21	-37%	?	-4%	2%	-2%	-5%	-1%	-4%	27%	0%
C=CCOC(=O)/C=C/C(=O)NC(N)=O	-13%	-4%	?	2%	-12%	2%	7%	-14%	20µM*	0%
COC(=O)Cc1c(C)nc2nc(NCc3cccc([N+](=O)[O-])c3)[nH]n2c1=O	0%	?	-9%	2%	1%	0%	.	-2%	-24%	0%
c1c(CC2CCCC2)nnn1C[C@H]1CC[C@@H]([C@@H]2CC[C@H](Cn3cc(CC4CCCC4)nn3)O2)O1	-2%	5%	2%	-2%	.	3%	-3%	6%	14%	0%
COc1ccc(OC)c(NC(=O)CCN2CCCCC2)c1	-1%	-2%	-7%	-3%	-7%	-1%	6%	2%	11%	0%
NS(=O)(=O)c1ccc(N/N=C/c2ccc(C(=O)O)cc2)c([N+](=O)[O-])c1	-1%	?	1%	-3%	2%	1%	1%	?	-7%	-2%
CC1(c2nnc(-c3cccc(Cl)c3)o2)CC(c2ccccc2Br)=NO1 (stereo not given)	-20%	-2%	2%	0%	-1%	1%	-12%	-2%	-30%	0%
CC(=O)N1CCc2cc(C(=O)CN3CCN(c4cccc(Cl)c4)CC3)ccc21	36%	8%	11%	-10%	1%	-1%	-13%	-1%	7%	-11%
COc1ccc(-c2nc3ncccc3o2)cc1NC(=O)c1cccs1	-19%	-1%	-7%	1%	-6%	-1%	-1%	?	-14%	-11%
O=C(COC(=O)c1ccc(Br)c(S(=O)(=O)N2CCOCC2)c1)NCCc1ccccc1	4%	.	.	.	-6%	.	-1%	.	.	0%
COc1ccc(Cn2c(=O)[nH]c3cc(C(=O)N4CCN(c5ccccc5F)CC4)ccc3c2=O)cc1	-17%	7%	21%	0%	2%	-10%	1%	2%	2%	3%
CCOC(=O)N1CCN(C(c2ccc(Cl)cc2)c2sc3nc(C)nn3c2O)CC1 (stereo not given)	-14%	3%	0%	-5%	-7%	2%	-7%	1%	13%	-1%
CN(CCOc1ccc(Cl)cc1)C(=O)CN1C(=O)NC2(CCCC2)C1=O	3%	.	.	-1%	-3%	-4%	-5%	6%	.	1%
COc1cc(NS(=O)(=O)c2ccc(Br)cc2)c(OC)cc1NC(=O)c1ccco1	-23%	-3%	-1%	11%	2%	2%	1%	6%	?	-14%
Cc1ccc(-n2nnnc2SCc2ccc(C(=O)O)cc2)cc1C	-4%	-6%	-12%	-7%	1%	-1%	4%	?	6%	-2%
O=C(NCc1ccc(Cl)c(Cl)c1)c1cccnc1	-21%	?	3%	-1%	-9%	-1%	-1%	3%	10%	0%
Cc1c(C)c2ccc(OC(C)C(=O)NCCc3c[nH]c4ccccc34)cc2oc1=O (stereo not given)	-16%	-7%	2%	-3%	2%	6%	5%	-1%	7%	1%
CCOC(=O)C1(CCOc2ccccc2)CCN(Cc2ccc(O)c(OCC)c2)CC1	-48%	-9%	-6%	0%	.	0%	-9%	1%	-5%	-16%
Cc1ccccc1OCCOC(=O)c1nc2nccc(C)n2n1	7%	-1%	-4%	-9%	2%	-4%	-1%	6%	4%	3%
CSc1ccc(/C=C(/NC(=O)c2ccc(C)cc2)C(=O)Nc2cccc(F)c2)cc1	-19%	.	-14%	-5%	-1%	-3%	4%	5%	15%[10 µM]	0%
CCOC(=O)c1cnn(Cc2ccccc2Cl)c1N	3%	-2%	9%	1%	2%	2%	1%	2%	17%	3%
COC(=O)c1cc(NC(=O)CN(c2ccccc2OC)S(=O)(=O)c2ccccc2)ccc1Cl	-18%	1%	0%	-8%	-11%	-1%	-5%	2%	14%	-7%
COc1ccc(C(=O)N2N=C(c3cccc(OC)c3)CC2(O)C(F)(F)F)cc1 (stereo not given)	-39%	-2%	-68%	-11%	-11%	-2%	4%	9%	11µM*	-2%
O=C(c1ccc(-n2cncn2)c([N+](=O)[O-])c1)N1CCN(S(=O)(=O)c2ccccc2F)CC1	0%	.	.	-1%	24%	1%	3%	-4%	.	-2%
O=C(O)C1C2C=CC(C2)C1C(=O)Nc1ccc2c(c1)OCCO2 (stereo not given)	11%	4%	-11%	-1%	6%	?	-3%	-15%	-35%	?
COc1ccc(C(NC(=O)/C=C/c2ccco2)c2ccc(OC)c(OC)c2)cc1 (stereo not given)	-11%	-4%	0%	1%	18%	-9%	1%	2%	8%	-2%
Cc1cccc(-c2noc(CN(C(=O)C34CC5CC(CC(C5)C3)C4)C(C)C)n2)c1	-32%	-2%	?	-3%	2%	-1%	10%	3%	155%	-6%
Cc1ccc(OCC(O)CN2CCN(Cc3ccc4c(c3)OCO4)CC2)c(C)c1 (stereo not given)	-13%&-16%	-8%	-2%	0%	10%	1%	2%&12%	4%	21%	0%
O=C(Nc1ccc(Cc2nc3ccccc3s2)cc1)c1ccncc1	-34%	19%	-22%	-14%	-5%	-5%	-3%	-13%	?	-18%
O=C1CCCCN1CC(=O)N1CCCC(Nc2ccc(F)cc2)C1 (stereo not given)	5%	-2%	-8%	-5%	-1%	-17%	2%	1%	-3%	1%
Cc1ccc(OCC(=O)NCCNC(=O)c2ccncc2)cc1	-14%	-2%	-2%	5%	2%	0%	1%	-2%	-10%	6%
Cn1c(=O)c([N+](=O)[O-])c(NCc2ccccc2Cl)c2ccccc21	-54%	?	-11%	0%	0%	3%	-6%	-12%	2%	-5%

Screening results from PubChem.
